TrxR1 inh = inhibitors of rat thioredoxin reductase 1; Potency, µM (highest dose often 114 µM), without a hit: at the highest dose activity change, negative = inhibition, actives largely listed as inhibitors; actives 1% (n = 390,000); recombinant rTrxR1, NADPH fluorescence consumption, selenite substrate; O89049; note: nearly all actives have a fitted effect of over 65% in size
Target sequence (O89049 whole entry, looked up): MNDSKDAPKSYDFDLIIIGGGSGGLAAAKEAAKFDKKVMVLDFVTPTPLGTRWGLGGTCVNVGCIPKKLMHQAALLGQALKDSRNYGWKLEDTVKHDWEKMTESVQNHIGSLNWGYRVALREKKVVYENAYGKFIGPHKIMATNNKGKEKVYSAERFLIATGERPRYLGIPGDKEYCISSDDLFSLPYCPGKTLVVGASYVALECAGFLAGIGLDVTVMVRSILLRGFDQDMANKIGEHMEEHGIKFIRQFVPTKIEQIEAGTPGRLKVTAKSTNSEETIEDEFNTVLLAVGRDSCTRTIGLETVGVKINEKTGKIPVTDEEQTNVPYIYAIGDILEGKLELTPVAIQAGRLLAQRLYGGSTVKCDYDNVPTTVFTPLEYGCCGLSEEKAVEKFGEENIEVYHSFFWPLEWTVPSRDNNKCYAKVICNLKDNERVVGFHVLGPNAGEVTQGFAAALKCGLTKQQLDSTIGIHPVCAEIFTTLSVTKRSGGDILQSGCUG
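Rat TrxR1 (90 nM in the dispensed reagent) was pre-reduced with 400 uM NADPH for 5 min at room temperature, then incubated with compound for 15 min. After 400 uM selenite was added, NADPH fluorescence (Ex 340/Em 450 nm) was followed for 8 min.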
JMJD2A Tudor = inhibitors of human JMJD2A Tudor domain; O75164; AlphaScreen JMJD2A-Tudor / H3K4me3 peptide binding; Potency, µM (doses to about 114 µM), for the others: top-dose activity change, negative = inhibition, usual class: inhibitors; actives 4.4% (n = 390,000); AID 504339; note: nearly all actives have a fitted effect of over 50% in size
RGS4 inh = human RGS4 inhibition. P49798. Transcreener GDP fluorescence polarization, RGS4-accelerated GTP hydrolysis. Potency, µM (top dose mostly 114 µM), for inactives: top-dose activity change, negative = inhibition, hits mostly inhibitors. actives 0.039% (n = 390,000); note: nearly all actives have a fitted effect of over 75% in size; some results filed as inactive show a strong effect at the top dose
Target sequence (P49798 whole entry, looked up): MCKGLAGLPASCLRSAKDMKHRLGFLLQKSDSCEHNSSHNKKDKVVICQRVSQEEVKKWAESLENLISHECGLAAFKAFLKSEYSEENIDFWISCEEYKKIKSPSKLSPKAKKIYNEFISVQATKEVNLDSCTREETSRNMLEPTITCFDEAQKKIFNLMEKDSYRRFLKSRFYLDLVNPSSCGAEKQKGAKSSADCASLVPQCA
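MLSMR compounds (23 nl, pin-transferred) preincubated 10 min at room temperature with a 500nM (2x) first reagent, then RGS4 at 900nM (2x) plus Transcreener GDP mix added; fluorescence polarization (620/688 nm) read before and after 90 min at 30 °C.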
Pin1 inh = blocks the human prolyl isomerase Pin1; Q13526; Pin1 FP peptide displacement, HiFluor488, 10 min; Potency, µM (top dose mostly 115 µM), inactives show at the highest dose activity, negative = inhibition, usual class: inhibitors; actives 0.009% (n = 390,000); AID 504891; active = well fitted inhibition curve with a large enough effect in the polarisation, with a control signal flat, not every such curve was filed as active; inconclusive = small, poorly fitted or top-dose-only effect, or effect the other way, or a change in a side signal; inactive = no such curve, though single readings can be large or run the other way; the % refers to the polarisation
Target sequence (Q13526 whole entry, looked up): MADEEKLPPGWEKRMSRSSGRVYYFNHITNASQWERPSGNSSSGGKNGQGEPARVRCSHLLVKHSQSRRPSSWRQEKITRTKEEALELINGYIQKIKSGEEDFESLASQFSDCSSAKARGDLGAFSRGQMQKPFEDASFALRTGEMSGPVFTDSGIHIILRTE
Numbers without * were called inactive; i = inactive; ? = inconclusive; nt = no result given; [ ] = another dose, or the depositor's remark. Unless noted, calls come from the whole dose curve; as a rule, active = well fitted inhibition curve with a large enough effect; inconclusive = small, poorly fitted or top-dose-only effect; inactive = no such curve, though single readings can be large or run the other way. % is set by controls: 0 for no effect and ±100 for the full control effect; potency is the fitted concentration of half-maximal effect. Not all compounds are listed (hit frequency here may not be typical).

Every second line gives: Pin1 inh, JMJD2A Tudor, RGS4 inh, TrxR1 inh
- CC(C)(C)OC(=O)NCC(=O)NNC(=O)c1nc2ccccc2[nH]1
→ nt, -15.1%, nt, nt
- COc1cc2c(C(=O)c3ccccc3)c3c4c(cc(OC)c(OC)c4c2cc1OC)CCN3C
→ nt, nt, -14.6%[56.9 µM], nt
- Nc1nc2c(ncn2[C@@H]2O[C@H](CO)[C@@H](O)[C@H]2O)c(=O)[nH]1
→ nt, nt, -4.9%[56.9 µM], nt
- CC[C@H]1[C@@H]2C=C[C@@H]3[C@H]4C/C=C\C(=O)NCCC[C@@H]5NC(=O)C(=C5O)C(=O)CC[C@@H]4C[C@@H]3[C@H]2C[C@H]1C
→ nt, nt, i, nt
- C/C=C/C/C=C/CCC(=O)[C@H]1O[C@H]1C(N)=O
→ nt, nt, i, nt
- O[C@H]1[C@H]2c3cc4c(cc3CN3CCC(=C[C@@H]1O)[C@H]23)OCO4
→ nt, nt, ?, nt
- CC(N)(C(=O)O)c1cccc(CC(=O)O)c1 (stereo not given)
→ nt, nt, ?, nt
- C[C@@](N)(C(=O)O)c1cccc(CC(=O)O)c1
→ nt, nt, i, nt
- CC[C@H](/C=C/[C@@H](C)[C@H]1CC[C@H]2C3CC=C4C[C@@H](O)CC[C@]4(C)C3CC[C@]12C)C(C)C (stereo not given in full)
→ nt, nt, i, nt
- CC(C)=CCC/C(C)=C/CC/C(C)=C/CSCC(=O)O
→ nt, nt, ?, nt
- CC(C)[C@H]1CC[C@@H](C)C[C@H]1O
→ nt, nt, -126.8%[56.9 µM], nt
- CC[C@H](C)[C@H](NC(=O)OCC1c2ccccc2-c2ccccc21)C(=O)O
→ nt, nt, 131.7%[activator][56.9 µM], nt
- COC(=O)CCC(C)C1CCC2C3C(C[C@H](O)C12C)C1(C)CC[C@@H](O)CC1C[C@H]3O (stereo not given in full)
→ nt, nt, i, nt
- O=C(Nc1ccccc1)C1CCN(c2ncc(-c3ccc4c(c3)OCCCO4)s2)CC1
→ -1.7%, nt, nt, nt
- NC(=O)C1CCN(c2ncc(-c3ccc4c(c3)OC(F)(F)O4)s2)CC1
→ 1.4%, nt, nt, nt
- CN1CCN(c2cccc(Nc3nn4c(=O)c5ccc(C(F)(F)F)cc5nc4s3)c2)CC1
→ 2.8%, nt, nt, nt
- CCCN1CCN(c2cccc(Nc3nn4c(=O)c5ccccc5nc4s3)c2)CC1
→ 5.9%, nt, nt, nt
- Cc1ccc(Nc2nn3c(=O)c4ccccc4nc3s2)cc1C
→ 4.2%, nt, nt, nt
- CC(=O)Nc1sc2c(c1-c1nc3ccccc3s1)CCS(=O)(=O)C2
→ 16.9%, nt, nt, nt
- CC(C)(C)c1ccc(-c2csc(N3CCC(C(N)=O)CC3)n2)cc1
→ -8.5%, nt, nt, nt
- CCN1CCN(c2cccc(Nc3nn4c(=O)c5ccccc5nc4s3)c2)CC1
→ 8.0%, nt, nt, nt
- CN(C)c1cccc(-c2ncc(F)c(N3CCC(C(N)=O)CC3)n2)c1
→ -0.5%, nt, nt, nt
- O=c1c2ccccc2nc2sc(NCc3ccccc3)nn12
→ -10.9%, nt, nt, nt
- Cc1ccc(-c2ccnc(N3CCC(C(N)=O)CC3)n2)cc1
→ 8.3%, nt, nt, nt
- NC(=O)C1CCN(c2ncc(-c3cccc(N4CCCCC4)c3)s2)CC1
→ -1.2%, nt, nt, nt
- NC(=O)C1CCN(c2ncc(-c3ccc(Cl)cc3)s2)CC1
→ 6.8%, nt, nt, nt
- O=c1c2ccccc2nc2sc(Nc3ccc4c(c3)CCC4)nn12
→ 67.7%[activator], nt, nt, nt
- O=c1c2ccccc2nc2sc(NCc3ccc(Cc4ccccc4)cc3)nn12
→ 7.6%, nt, nt, nt
- O=c1c2ccccc2nc2sc(Nc3ccccc3)nn12
→ ?, nt, nt, nt
- NC(=O)C1CCN(c2nnc(-c3ccc4c(c3)OCCCO4)s2)CC1
→ 3.4%, nt, nt, nt
- CN1CCN(c2cccc(Nc3nn4c(=O)c5ccc(F)cc5nc4s3)c2)CC1
→ 10.1%, nt, nt, nt
- O=C(C1CCN(c2nc(-c3ccc(Br)cc3)cs2)CC1)N1CCOCC1
→ 2.5%, nt, nt, nt
- Cc1ccc(NC(=O)CSc2nnc(-c3ccccc3)n2C)cc1
→ nt, nt, nt, 1.0%
- Nc1nc(Cl)nc2c1ncn2[C@@H]1O[C@H](CO)[C@H](O)[C@H]1O
→ nt, nt, nt, 0.0%
- COc1ccc(CN2CC[C@H]3C=CC[C@@H](C(=O)Nc4nccs4)[C@H]3C2=O)cc1OC
→ nt, nt, nt, 2.1%
- CN(C)c1cccc2ccccc12
→ nt, nt, nt, -16.8%
- O=C(C[n+]1ccncc1)c1cccc([N+](=O)[O-])c1
→ nt, nt, nt, ?
- Cc1cc(C)nc(N/C=C(\C#N)C(=O)c2cccc(CSc3ccccc3)c2)n1
→ nt, nt, nt, 0.2%
- O=Cc1ccc(I)cc1
→ nt, nt, nt, 21.1%
- Ic1ccc(Nc2nc(NCCN3CCOCC3)nc(N3CCOCC3)n2)cc1
→ nt, nt, nt, 15.4%
- CNc1cc(C(=O)O)nc2ccccc12
→ nt, nt, nt, ?
- CCN(CC)c1ccc(/C=C/c2ccnc3ccccc23)cc1
→ nt, nt, nt, -2.1%
- COc1cc2nc(Cl)nc(NC3CC3)c2cc1OC
→ nt, nt, nt, -1.0%
- O=CNc1ccc(/C=C/c2ccnc3ccccc23)cc1
→ nt, nt, nt, 4.1%
- COc1ccc(OC)c(/C=C/c2sc3ccccc3[n+]2C)c1
→ nt, nt, nt, -29.6%
- O=C(Cc1ccc(F)cc1)NO
→ nt, nt, nt, 14.4%
- Nc1cc(N)[nH]c(=S)n1
→ nt, nt, nt, -8.6%
- Nc1[nH]c(=O)nc2nnsc12
→ nt, nt, nt, ?
- COc1cc(OC)c(OC)cc1/C=C/c1cc[n+](C)c2ccccc12
→ nt, nt, nt, -15.6%
- CC1(C)CC(=O)c2cc(C(=O)Nc3cccc4ccccc34)c(=O)[nH]c2C1
→ nt, nt, nt, 11.0%
- O=C(O)CCc1c2ccc(=O)c(O)c-2oc2c(O)c(O)ccc12
→ nt, nt, nt, 56.2µM*
- CCOC(=O)c1c(C)[nH]c(C(=O)OC(C(=O)N(C)C)c2ccccc2)c1C (stereo not given)
→ nt, nt, nt, 8.0%
- O=C1CCC[C@@H]2C[C@@]3(C[C@@H]4CCN1[C@H]24)Nc1cc([N+](=O)[O-])ccc1NC3=NCc1ccccc1
→ nt, nt, nt, -15.7%
- O=C(O)c1cccs1
→ nt, nt, nt, 13.5%
- O=C(Nc1cccc2ccccc12)c1cnn2c1NC(=C1CC1)C=C2C(F)F
→ nt, nt, nt, 16.4%
- C=C1C=C(C(F)F)n2ncc(C(=O)NCc3ccccc3)c2N1
→ nt, nt, nt, 12.0%
- O=c1[nH]c(=S)[nH]c2n[nH]nc12
→ nt, nt, nt, ?
- Cc1ccc(-c2nc3ccccc3o2)cc1NC(=O)COc1ccccc1C
→ nt, nt, nt, 41.6%[activator]
- Cc1cc(N(C)C)c(C)cc1/C=C/c1ccnc2ccccc12
→ nt, nt, nt, 8.9%
- CN(C)c1ccc(/C=C/c2ccnc3ccccc23)cc1
→ nt, nt, nt, 1.2%

(further entries)
Every second line gives: Pin1 inh, JMJD2A Tudor, RGS4 inh, TrxR1 inh
- Cc1ccc(CC(=O)NO)cc1
→ nt, nt, nt, 17.7%
- O=C(CNC(=O)c1cccnc1)c1ccc(F)cc1
→ nt, nt, nt, -0.5%
- O=C(Nc1ccccc1)[C@@H]1CC=C[C@@H]2CCN(C3CC3)C(=O)[C@@H]21
→ nt, nt, nt, 23.6%
- CN(C)c1ccc(/C=N\Nc2ccc([N+](=O)[O-])cc2[N+](=O)[O-])cc1Cl
→ nt, nt, nt, 26.5%[0.0914 µM]
- C=C1C=C(C(F)F)n2ncc(C(=O)NCCc3ccc(Cl)cc3)c2N1
→ nt, nt, nt, 5.7%
- Nc1nc(=S)c2snnc2[nH]1
→ nt, nt, nt, 3.8%
- CN(C)c1ccc(N=Nc2ccc(S(=O)(=O)O)cc2)cc1
→ nt, nt, nt, -27.6%
- CCCCCCCOc1ccc(CC(=O)NO)cc1
→ nt, nt, nt, -16.9%
- CN(C)c1ccc(/C=C/c2ccnc3ccc(Cl)cc23)cc1
→ nt, nt, nt, 5.6%
- CCCCCCCCCCCCCCCCCCN(CCCCCCCCCCCCCCCCCC)c1ccc(/C=C/c2ccnc3ccccc23)cc1
→ nt, nt, nt, 18.6%
- O=C(O[C@H]1[C@H](Cc2ccccc2)NS(=O)(=O)[C@H]2CC3C=C[C@]12O3)c1ccc(Br)cc1
→ nt, nt, nt, 19.8%
- O=C(c1ccccc1)C(c1ccccc1)[n+]1csc2ccccc21 (stereo not given)
→ nt, nt, nt, 1.0%
- COc1ccc(C)cc1NC(C)C(=O)c1c[nH]c2ccccc12 (stereo not given)
→ nt, nt, nt, 11.2%
- CCN(CC)c1ccc(/C=C2\C=Cc3ccccc32)cc1
→ nt, nt, nt, -11.7%
- CCN(C)c1ccc(/C=C/c2ccnc3ccccc23)cc1
→ nt, nt, nt, -10.3%
- CN(C)c1ccc(/C=C2\C=Cc3cc([N+](=O)[O-])ccc32)cc1
→ nt, nt, nt, 19.6%
- CC(C)(C)n1ncc2c(=O)n(Cc3ccccc3Cl)cnc21
→ nt, nt, nt, 0.6%
- CN(N=O)c1ccc(/C=C2\C=Cc3ccccc32)cc1
→ nt, nt, nt, 3.6%
- CC(C)CC(=O)N1C/C=C\C[C@@H](c2ccc(Cl)cc2)N(Cc2ccc(Cl)cc2)C(=O)[C@@H]1Cc1ccccc1
→ nt, nt, nt, 7.7%
- O=C(C[n+]1cccc(I)c1)c1ccc(F)cc1
→ nt, nt, nt, 4.1%
- Cn1cc(/C=C/c2ccc3ccccc3n2)c2ccccc21
→ nt, nt, nt, -13.3%
- COc1ccc(-c2c(-c3ccc4c(c3)OCO4)noc2-c2ccsc2)cn1
→ nt, nt, nt, 18.1%
- COc1ccc2[nH]cc(C(=O)CNc3nccs3)c2c1
→ nt, nt, nt, 9.3%
- Cc1[nH]c2ccccc2c1/C=C/c1ccnc2ccccc12
→ nt, nt, nt, -18.8%
- COc1ccc(/C=C/c2nccc3ccccc23)cc1OC
→ nt, nt, nt, -4.9%
- COc1ccc(C(=O)C[n+]2cc(Br)cc3ccccc32)cc1
→ nt, nt, nt, -7.7%
- COCCCCOc1cc2nc(N3CCCN(C)CC3)nc(NC3CCN(C)CC3)c2cc1OC
→ nt, nt, nt, -33.4%
- Cc1ccc2nccnc2c1
→ nt, nt, nt, ?
- CN(C)c1ccc(/C=C/c2c(F)cnc3ccccc23)cc1
→ nt, nt, nt, 3.0%
- COc1ccc(/C=C/c2sc3ccccc3[n+]2CCCCI)cc1OC
→ nt, nt, nt, ?
- COc1ccccc1/C=C/c1nc2ccccc2o1
→ nt, nt, nt, -9.3%
- CC[C@@H]1[C@H]2CCCC(=O)N3CC[C@@H](C[C@@H]1OC(=O)Nc1ccc4c(c1)OCO4)[C@@H]23
→ nt, nt, nt, 9.6%
- Cc1ccc2ccccc2[n+]1[O-]
→ nt, nt, nt, -0.6%
- C(=Nc1cccnc1)c1ccnc2ccccc12
→ nt, nt, nt, 8.8%
- Cc1ccnc2c(Cl)ccc(Cl)c12
→ nt, nt, nt, 1.8%
- CCCCNC(=O)[C@@H]1CC=C[C@@H]2CCN(CCCC)C(=O)[C@@H]21
→ nt, nt, nt, -0.1%
- C=C1C=C(C(F)F)n2ncc(C(=O)N3CCN(c4ccccc4)CC3)c2N1
→ nt, nt, nt, -2.5%
- CC(C)(C)n1ncc2c(=O)n(Cc3ccc(C#N)cc3)cnc21
→ nt, nt, nt, -2.0%
- Cc1ccc(-c2nnc(SC(C)C(=O)NCc3ccco3)n2C)cc1 (stereo not given)
→ nt, nt, nt, 4.4%
- Nc1nc(SCc2ccc([N+](=O)[O-])cc2)c2ncn([C@@H]3O[C@H](CO)[C@H](O)[C@H]3O)c2n1
→ nt, nt, nt, ?
- CCCC[n+]1c(C)ccc2ccccc21
→ nt, nt, nt, -4.1%
- Cc1c(CCO)sc[n+]1CCc1ccccc1
→ nt, nt, nt, 10.4%
- Clc1ccc(-c2csc3ncnc(Sc4nnnn4-c4ccccc4)c23)cc1
→ nt, nt, nt, 3.7%[0.0914 µM]
- COc1cc2nc(C#Cc3nc4cc(OC)c(OC)cc4[nH]3)[nH]c2cc1OC
→ nt, nt, nt, 86.5%[activator]
- O=S1(=O)CCO[C@H]2CCCC[C@@H]2N1Cc1ccccc1F
→ nt, nt, nt, 9.7%

Source: PubChem BioAssay
